High-throughput results (PubChem BioAssay)
Kir21 block – Kir2.1 (mouse) channel inhibition. B-score at 10 µM. HEK293-Kir2.1, FluxOR thallium flux fluorescence; active compounds read low. P35561. hit rate 0.85% among 310,000;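 active means fluorescence ratio B-score at or below minus 3 SD of library scores, with starting-brightness B-score within 2 SD, cut at about -4.2 in these data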;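 further: channel flux triggered by added potassium and thallium sulfate stimulus; B-score of peak minus minimum fluorescence over baseline after thallium stimulus; more negative B-score means stronger Kir2.1 block with less thallium influx; some compounds called inactive have numbers as strong as hits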
KCNQ2 inh – KCNQ2 potassium channel inhibitors, primary screen, cell-based, CHO-K1, FluxOR thallium flux, B-score (AID 2156); O88943; 20 min; active compounds read low; B-score at 10 µM; hit rate 1.1% among 310,000;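 active means fluorescence ratio B-score at most minus 3 library SDs, with starting brightness B-score within 2 library SDs, cut at about -5.5 in these data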
Target sequence (O88943 whole entry, looked up): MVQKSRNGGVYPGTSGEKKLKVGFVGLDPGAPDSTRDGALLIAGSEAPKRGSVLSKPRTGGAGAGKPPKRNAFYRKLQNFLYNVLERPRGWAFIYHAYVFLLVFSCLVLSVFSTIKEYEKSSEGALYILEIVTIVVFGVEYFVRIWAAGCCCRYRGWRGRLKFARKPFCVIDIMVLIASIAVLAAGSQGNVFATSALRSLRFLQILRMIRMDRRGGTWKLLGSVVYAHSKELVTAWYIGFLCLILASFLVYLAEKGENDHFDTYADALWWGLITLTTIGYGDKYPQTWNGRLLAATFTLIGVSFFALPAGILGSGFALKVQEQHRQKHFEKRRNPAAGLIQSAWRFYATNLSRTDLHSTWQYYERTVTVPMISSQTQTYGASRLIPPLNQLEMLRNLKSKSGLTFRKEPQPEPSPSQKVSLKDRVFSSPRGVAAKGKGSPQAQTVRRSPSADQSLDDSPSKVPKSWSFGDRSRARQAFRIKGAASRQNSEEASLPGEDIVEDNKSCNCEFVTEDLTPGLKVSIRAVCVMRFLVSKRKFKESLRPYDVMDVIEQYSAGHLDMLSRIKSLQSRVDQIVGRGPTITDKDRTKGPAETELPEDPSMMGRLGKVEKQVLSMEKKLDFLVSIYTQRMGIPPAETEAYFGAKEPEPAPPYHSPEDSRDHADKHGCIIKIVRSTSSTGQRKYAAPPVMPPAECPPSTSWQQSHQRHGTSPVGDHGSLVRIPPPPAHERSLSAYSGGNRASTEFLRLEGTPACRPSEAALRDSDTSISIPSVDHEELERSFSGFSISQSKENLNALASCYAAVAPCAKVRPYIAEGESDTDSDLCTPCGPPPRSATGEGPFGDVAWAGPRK
Starred values were filed as active, the others as inactive; i = inactive.

Molecule,Kir21 block,KCNQ2 inh
CCOC(=O)C1CCN(C(=O)c2ccc3nc(-c4ccc(OC)cc4)c(-c4ccc(OC)cc4)nc3c2)CC1,-0.61,i
Nc1ccc(-c2nc3ccc(C(=O)O)cc3s2)cc1,1.75,i
COc1ccc(/C=N/NC(=O)c2nc(Cl)c(Cl)c(N)c2Cl)cc1COc1ccc(F)cc1F,0.46,i
CC(=O)N1c2ccc(S(=O)(=O)NCC3CCC(C(=O)NCc4ccc(C)cc4)CC3)cc2CC1C (stereo unspecified),-0.05,i
Cc1ccc(S(=O)(=O)CCC(=O)NCc2ccccc2)cc1,0,i
COc1ccc(NC(=O)CN(Cc2ccccc2)S(C)(=O)=O)cc1,0.11,i
CCOC(=O)C1CCN(C(=O)c2oc3ccc(S(=O)(=O)N4CC(C)CC(C)C4)cc3c2C)CC1 (stereo unspecified),0.41,i
COc1ccc(NC(=O)N2CCN(S(C)(=O)=O)CC2)c(OC)c1,-0.04,i
c1ccc(COc2ccc(OCCN3CCCCC3)cc2)cc1,0.43,i
Cc1cc(SCc2cc(=O)n3ccsc3n2)nc2ccccc12,-1.21,i
Cc1c([N+](=O)[O-])cc(C(=O)Nc2ccc3ncccc3c2)cc1[N+](=O)[O-],1.94,i
CCCCn1c(N)c(N(CCOC)C(=O)COC(=O)CCOc2ccccc2C)c(=O)[nH]c1=O,-0.37,i
CC1=CC(C)(C)NC(=S)N1c1ccccc1C,0.04,i
CCCCC(NC(=O)Cc1c(C)c2cc3c4c(oc3c(C)c2oc1=O)CCCC4)C(=O)O (stereo unspecified),0.17,i
CCCCOC(=O)c1ccc(NC(C)=O)cc1,0.17,i
C=CCn1c(COc2ccc(Cl)cc2)nnc1SCC(=O)Nc1ccc(S(N)(=O)=O)cc1,1.7,i
O=C(Nc1ccccc1)c1ccc(COc2ccccc2)cc1,-0.25,i
COC(=O)c1nc(-c2ccc(C)cc2)oc1N(C)C,-0.57,i
COC(=O)c1ccc(NC(=S)NC2CC(C)(C)NC(C)(C)C2)cc1,0.97,i
N#Cc1c(SCC(=O)Nc2ccccc2C(F)(F)F)sc2c(O)cc(=O)[nH]c12,1.26,i
COc1cc(/C=C/C(=O)c2ccc([N+](=O)[O-])o2)ccc1O,0.28,i
Cc1cccc(NC(=O)c2ccc(CN3CCc4ccccc4C3)cc2)c1C,0.75,i
Cc1ccc(-n2ncc3c2CC(C)(C)CC3NC(=O)CCN2CCCCC2=O)cc1 (stereo unspecified),-0.14,i
COc1ccc(C2C(C(=O)Nc3ccc(F)cc3)=C(C)Nc3nc(CCCO)nn32)cc1 (stereo unspecified),-2.39,i

A different layout for some results above:
COc1ccc(/C=N/NC(=O)c2nc(Cl)c(Cl)c(N)c2Cl)cc1COc1ccc(F)cc1F
  Kir21 block: 0.46 | KCNQ2 inh: i

Cc1ccc(-n2ncc3c2CC(C)(C)CC3NC(=O)CCN2CCCCC2=O)cc1 (stereo unspecified)
  Kir21 block: -0.14 | KCNQ2 inh: i

CC1=CC(C)(C)NC(=S)N1c1ccccc1C
  Kir21 block: 0.04 | KCNQ2 inh: i

CCCCC(NC(=O)Cc1c(C)c2cc3c4c(oc3c(C)c2oc1=O)CCCC4)C(=O)O (stereo unspecified)
  Kir21 block: 0.17 | KCNQ2 inh: i

New compounds follow:
Molecule,Kir21 block,KCNQ2 inh
CCCCCCN1CC(=O)N2Cc3[nH]c4ccccc4c3C[C@H]2C1=O,-1.08,-6.93*
NC1=NC[C@H](Cc2ccc(O)cc2)N1CCc1cc(C(F)(F)F)cc(C(F)(F)F)c1,-0.43,i
COc1ccc(CNC(=O)C2CCN(c3nc(-c4ccccc4)nc4c3CCC4)CC2)cc1,0.83,i
Cc1ccccc1NC(=O)c1cccc(NC(=O)c2c(C(=O)O)cccc2[N+](=O)[O-])c1,-1.05,i
Cc1ccc(C(=O)NCCCN2CCOCC2)cc1,0.59,i
N#CC1=C(N)OC2=C(C(=O)CC(c3ccccc3)C2)C1c1ccoc1 (stereo unspecified),0.27,i
COc1ccc(-n2c(SCc3ccc([N+](=O)[O-])cc3)nnc2-c2ccc(C)cc2)cc1,-0.93,i
CCC(C)N1CCCC1C(=O)Nc1c(C)cc(C)cc1C (stereo unspecified),0.17,i
C=CCn1c(-c2cc(OC)cc(OC)c2)n[nH]c1=S,0.72,i
Cc1ccc(-c2noc(CSc3nnc(Cc4ccccc4)n3-c3ccc(Cl)cc3)n2)cc1,-1.27,i
COc1ccc(CC(=O)NNC(=O)c2ccoc2C)cc1OC,1.69,i
COc1ccc(CC2(CO)CCN(Cc3cnc(-c4ccccc4C)nc3)CC2)cc1,0.43,i
CCCC(=O)C1=C(O)C(C(=O)OC)C(C)(C)CC1=Nc1ccc(OC)cc1 (stereo unspecified),-1.82,i
CC(=C\c1ccccc1)/C=C1/SC(=O)N(CCCC(=O)Nc2ccc(C(=O)O)cc2)C1=O,-0.77,i
COc1ccc(C(=O)COC(=O)Cn2c(C)csc2=O)c(OC)c1,-0.06,i
Cc1ccc(C(C)C)c(OCC(=O)NNC(=O)Nc2ccccc2)c1,-3.01,i
COc1ccc(CNCCC(c2ccccc2)c2ccc3c(c2)OCO3)cc1 (stereo unspecified),-8.08*,i
Cc1cccc(-n2ncc3c(NCc4cccnc4)ncnc32)c1,0.91,i
COc1ccc(-c2csc(N3C(=O)C4C5c6ccccc6C(c6ccccc65)C4C3=O)n2)cc1 (stereo unspecified),2.11,i
COc1ccc(S(=O)(=O)N2CCN(CC(O)COc3ccc(C#N)cc3)CC2)cc1OC (stereo unspecified),-0.88,i
Cc1ccc(NC(=O)COC(=O)C2CC(=O)N(Cc3ccccc3)C2)cc1F (stereo unspecified),-1.16,i
CC(C)n1cnnc1SCC(=O)NC(=O)c1ccccc1,-0.27,i
CC(=O)Nc1ccc(S(=O)(=O)NCc2ccc3[nH]c(C)cc3c2)cc1,1.73,i
Cc1ccc(C(=O)c2sc(Nc3ccccc3)c(C#N)c2N)cc1,0.99,i
CC1=C(C(=O)NC2CC(C)(C)Cc3c2cnn3-c2cccc(F)c2)OCCO1 (stereo unspecified),-2.03,i
Cc1cccc(C)c1N1CCN(CCn2c(=S)[nH]c3ccccc3c2=O)CC1,0.02,i
CCCn1c(SCC(=O)OCc2ccccc2)nc2c1c(=O)n(C)c(=O)n2C,-3.55,i
COc1cccc(OC)c1C(=O)Nc1nc2cc3c(cc2s1)OCO3,0.29,i
CCOC(=O)c1c(C)[nH]c(N=Nc2ccc(OC)cc2)c1C,-0.88,i
CCC(NC(=O)C1CCC1)c1ccc(C)cc1 (stereo unspecified),-0.21,i
COc1ccc(NC(=O)CSc2nc3ccccc3c(=O)n2CCNC(C)=O)c(OC)c1,0.3,i
Cc1cc(C)cc(NC(=S)NCCc2ccc(S(N)(=O)=O)cc2)c1,-3.32,i
CN(C)C(CNC(=S)Nc1ccc(Cl)cc1)c1cccnc1 (stereo unspecified),-0.23,i
CC12CCC(C(=O)NNc3ccccc3)(OC1=O)C2(C)C (stereo unspecified),-0.04,i
Cc1ccc(C)c(NC(=O)CN(C)C(=O)CN2C(=O)C3CCCCC3C2=O)c1 (stereo unspecified),0.98,i
Cc1cccc(C)c1OCC(O)CN1CCc2ccccc2C1 (stereo unspecified),0.46,i

Part of the list above in order of molar mass, low to high:
Molecule,Kir21 block,KCNQ2 inh
CN(C)C(CNC(=S)Nc1ccc(Cl)cc1)c1cccnc1 (stereo unspecified),-0.23,i
Cc1cc(C)cc(NC(=S)NCCc2ccc(S(N)(=O)=O)cc2)c1,-3.32,i
Cc1cccc(C)c1N1CCN(CCn2c(=S)[nH]c3ccccc3c2=O)CC1,0.02,i

(further entries)
Molecule,Kir21 block,KCNQ2 inh
CN(Cc1nc(Cc2cccc(F)c2)no1)CC1CCOCC1,0,i
O=[N+]([O-])c1ccc(N2CCCCC2)c(Cl)c1N1CCCCC1,0.44,i
COCC(=O)NNC(=O)c1ccccc1OC,0.87,i
Cc1cccc(NC(=S)NCC23C=CC(O2)C2C(=O)N(c4ccc(Cl)cc4)C(=O)C23)c1 (stereo unspecified),-1.51,i
CC(Sc1nnc(-c2ccccc2Br)n1-c1cccc(C(F)(F)F)c1)C(N)=O (stereo unspecified),0.71,i
COc1ccccc1NC(=O)Cn1nc(-c2ccncc2)nc1SCC(=O)NC1CCCC1,-1.44,i
CCOC(=O)C1CCN(S(=O)(=O)c2cc(F)ccc2OC)CC1,-0.88,i
COc1ccc(S(=O)(=O)N2CCOCC2)cc1C(=O)N1CCCC1,-1.54,i
Cc1oc(-c2ccc(Cl)cc2)nc1CN1CCCC(C(=O)NCc2ccco2)C1 (stereo unspecified),-0.66,i
O=S(=O)(c1ccccc1)N(CC1CO1)c1ccccc1 (stereo unspecified),-2.22,i
Nc1ccc(-c2nc3ncccc3o2)c(O)c1,1.45,i
O=C(N/N=C\c1ccc(COc2ccc([N+](=O)[O-])cc2)o1)c1ccc(Cl)cc1,-0.53,i
COc1ccc(N2CCN(C(=O)c3ccc(C)c(Cl)c3)CC2)cc1,0.02,i
COc1ccc(CCOC(=O)c2ccc(N)c([N+](=O)[O-])c2)cc1,1.02,i
Cc1cc(C(=O)COC(=O)Cc2n[nH]c(=O)c3ccccc23)c(C)n1-c1ccc2c(c1)OCCO2,-0.77,i
Cc1noc(C)c1NC(=O)NCCN1CCN(Cc2ccccc2)CC1,1.17,i
COc1cc(OC)cc(C(=O)N2CCN(C3CCCCC3)CC2)c1,1.11,i
COCCn1c(SCC(=O)c2cccc(OC)c2)nnc1-c1ccco1,-1.53,i
CCOc1ncccc1C(=O)OCC(=O)Nc1cc(S(=O)(=O)N2CCOCC2)ccc1Cl,0.04,i
CCOC(=O)C1CCCN(C(=O)CCNS(=O)(=O)c2ccc3c(c2)CCC(=O)N3)C1 (stereo unspecified),0.24,i
CCN(C(=S)Nc1cccnc1)c1ccccc1,-0.99,i
CCN1CCN(Cc2c(O)ccc3c2O/C(=C\C=C\c2ccccc2OC)C3=O)CC1,-10.5,i
COc1ccc(N=CC2=C(O)CC(c3ccccc3)CC2=O)c(OC)c1 (stereo unspecified),1.19,i
CCOC(=O)c1c(-c2ccccc2)n(C)c2ccc(O)cc12,0.19,i
COc1ccc(C)cc1-n1c(C)cc(C=O)c1C,-2.39,i
Cc1ccc(CCNC(=O)C2CC(c3ccccc3[N+](=O)[O-])=NO2)cc1 (stereo unspecified),-1.59,i
Cc1ccc(CSCC(=O)N2CCN(c3ccc(F)cc3)CC2)cc1,0.31,i
Cc1cc(N2CCC(C)CC2)nc(-n2nc(C)cc2C)n1,-0.42,i
COc1ccc(S(=O)(=O)N2CCC(C(=O)NCC3CCCO3)CC2)cc1C (stereo unspecified),0.34,i
C/C(=N\NC(=O)Nc1ccccc1)c1ccccc1,-1.59,i
O=C1CCCN1CCCn1cnc2c([nH]c3ccc(F)cc32)c1=O,0.51,i
COc1ccc2[nH]c(=O)c(CN(Cc3ccco3)C(c3nnnn3Cc3ccccc3)C(C)C)cc2c1 (stereo unspecified),-0.39,i
CSc1nnc2c(n1)c(C)nn2-c1ccc(C)cc1,1.3,i
O=C(CCS(=O)(=O)c1ccc(Cl)cc1)NCCc1c[nH]c2ccccc12,-1.2,i
CCCC(=O)c1ccc(N2CCN(C(=O)c3ccc(Br)cc3)CC2)c(F)c1,0.35,i
CCOc1ccccc1NC(=O)COc1cccc(-n2cnnn2)c1,0.49,i
Cc1nnc(N(Cc2ccco2)C(=O)c2ccno2)s1,-0.08,i
O=[N+]([O-])c1ccccc1NCc1ccccc1Cl,-0.08,i
COc1cccc2cc(C(=O)C3=C(O)C(=O)N(Cc4ccco4)C3c3cccnc3)oc12 (stereo unspecified),1.94,i
COc1ccc(OCCCC(=O)Nc2nc(-c3ccccn3)cs2)cc1,0.02,i
O=C(Nc1nc(-c2ccco2)c(-c2ccco2)s1)C1CC(=O)N(c2ccc3c(c2)OCCO3)C1 (stereo unspecified),1.51,i
COc1ccc(CN2CCN(c3ccccn3)CC2)c(OC)c1,-0.05,i
Cc1ccc(C)c(NC(=O)c2cc(S(=O)(=O)N3CCCCC3)c[nH]2)c1,0.99,i
CCOC(=O)N1CCC(NC(=O)c2cnn3ccccc23)CC1,1.3,i
O=C(O)c1ccc(N=NN2CCCCC2)cc1,0.03,i
CCN(CC)CCNC(=O)C(C)c1nn(CC)c(=O)c2ccccc12 (stereo unspecified),-0.69,i
COC(=O)c1ccccc1NC(NC(=O)c1ccco1)C(=O)c1ccccc1 (stereo unspecified),1.21,i
CCOC(=O)N1CCC(=NNS(=O)(=O)c2cccc([N+](=O)[O-])c2)CC1,0.89,i
N=C(N)N1CCc2ccccc21,2.6,i
CC(=O)OC(C(=O)NC1CCCCC1)c1ccncc1 (stereo unspecified),1.62,i
COc1ccc(C(=O)COC(=O)c2ccccc2NS(=O)(=O)c2ccc(O)c([N+](=O)[O-])c2)cc1,-0.96,i

Not a hit list; about 1.9% have a hit in one of these screens.
